Screens deposited in PubChem by National Center for Advancing Translational Sciences (NCATS).
D2 PAM: HTS Assay for Positive Allosteric Modulators of the Human D2 Dopamine Receptor: Primary Screen for Potentiators. potentiation, % at 10 µM. HEK293 T-REx D2, calcium flux, EC20 dopamine potentiation. AID 485347, 2010. 340,000 tested, 0.34% active;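 active = potentiation over 3 SD above the plate norm, cut at about 30% in these data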; also: 0% is about no effect
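Tetracycline-induced HEK293 T-REx cells force-coupled to calcium signalling expressed D2; compounds were pin-added after a 10 s baseline, read kinetically 180 s, then an EC20 dopamine challenge followed with a further 180 s calcium read.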
RXFP1 agonist: qHTS Assay for Agonists of the Relaxin Receptor RXFP1. HEK293T-RXFP1 cAMP TR-FRET, 30 min; response scale: percent of porcine relaxin response, buffer zero. 370,000 tested, 0.3% active. Potency, µM (highest dose often 57.5 µM), for inactives: at the highest dose activation, hits mostly activators. AID 2676, 2010. Relaxin receptor 1 (Homo sapiens), Q9HBX9; active = well fitted activation curve with a large enough effect; inconclusive = small, poorly fitted or top-dose-only effect; also: potency is read from the fitted curve at half-maximal effect; % is scaled to controls: 0 for no effect and ±100 for the full control effect; nearly all actives have a fitted effect of over 60% in size; many of its hits are not listed in these tables
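Agonist response is measured as cAMP accumulation in an RXFP1-transfected HEK293T line under PDE4 inhibition. Values are scaled between buffer-only and 29 nM porcine relaxin, and EC50s come from standard Hill equation fits.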
RXFP1 antagonist: qHTS Assay for Antagonists of the Relaxin Receptor RXFP1 | HEK293-RXFP1, relaxin-stimulated cAMP HTRF, 30 min; active compounds read low | activity change, negative = inhibition, % at 57.5 µM | 350,000 tested, 0.59% active | AID 1259400, 2018;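 active = activity change of -60% or lower, but not beyond a set lower limit; inconclusive = change between -60% and -40%, or beyond the set limit; inactive = change above -40%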; also: % is scaled to controls: 0 for no effect and ±100 for the full control effect
D1 ag: Allosteric Agonists of the Human D1 Dopamine Receptor: qHTS. D(1A) dopamine receptor (Homo sapiens), P21728. HEK293 T-REx D1 cells, calcium flux, agonist mode. activation, % at 2 µM. 360,000 tested, 1% active. AID 504660, 2011; in the data active = activation above about 30%; also: 0% is about no effect
Target sequence (P21728 whole entry, looked up): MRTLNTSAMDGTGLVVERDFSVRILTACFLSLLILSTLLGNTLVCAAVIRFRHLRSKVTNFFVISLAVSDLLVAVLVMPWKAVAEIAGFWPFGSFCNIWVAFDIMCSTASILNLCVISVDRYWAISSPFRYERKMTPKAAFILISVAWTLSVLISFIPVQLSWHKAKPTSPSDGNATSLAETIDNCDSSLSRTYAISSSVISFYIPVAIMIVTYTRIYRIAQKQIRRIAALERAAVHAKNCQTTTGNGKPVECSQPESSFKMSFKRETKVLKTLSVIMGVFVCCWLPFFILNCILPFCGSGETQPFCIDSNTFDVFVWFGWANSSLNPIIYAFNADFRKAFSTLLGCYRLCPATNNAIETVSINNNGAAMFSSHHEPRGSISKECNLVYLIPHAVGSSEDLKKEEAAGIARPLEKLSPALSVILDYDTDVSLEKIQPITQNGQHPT
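Inducible HEK293 T-REx D1 cells, force-coupled to calcium signalling, were plated at 4000 cells/well with tetracycline and held overnight at 30 C. After no-wash calcium dye loading, compound-evoked calcium rise over 180 s flagged agonists.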
TRHR enhancer: qHTS for Small Molecule Agonists and Allosteric Enhancers of Human TRH Receptor: Primary Screen for Enhancers | 360,000 tested, 0.66% active | enhancement, % at 2 µM | TRHR cells, fluo-8 calcium fluorescence, EC20 TRH enhancement; in the data active = enhancement above about 30%; also: 0% is about no effect
Target sequence (P34981 whole entry, looked up): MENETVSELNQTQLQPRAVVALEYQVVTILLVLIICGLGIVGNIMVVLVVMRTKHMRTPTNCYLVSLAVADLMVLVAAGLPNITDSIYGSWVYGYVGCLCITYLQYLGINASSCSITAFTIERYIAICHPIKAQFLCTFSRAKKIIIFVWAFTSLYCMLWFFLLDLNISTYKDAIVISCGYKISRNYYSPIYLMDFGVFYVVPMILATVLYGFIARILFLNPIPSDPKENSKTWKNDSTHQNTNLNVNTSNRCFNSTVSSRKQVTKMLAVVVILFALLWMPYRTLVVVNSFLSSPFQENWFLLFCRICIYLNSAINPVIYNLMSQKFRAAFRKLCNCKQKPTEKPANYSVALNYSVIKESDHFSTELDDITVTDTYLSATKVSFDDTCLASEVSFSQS
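TRHR-expressing cells loaded with fluo-8 calcium dye were read kinetically (ex 480/em 530) during compound addition, then stimulated with an EC20 of TRH (10 nM final). Enhancement of the Gq-mediated intracellular calcium response was scored.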
D1 antag: Antagonist of Human D 1 Dopamine Receptor: qHTS | activity change, negative = inhibition, % at 10 µM | AID 504652, 2011 | 360,000 tested, 3.2% active | HEK293 TREx D1 cells, calcium flux, dopamine EC80; active compounds read low; in the data active = activity change below about -30%; also: % is scaled to controls: 0 for no effect and ±100 for the full control effect
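Calcium flux readout: force-coupled, inducible Hek293 Trex D1 line, cells induced overnight at 30 C with tetracycline, dye-loaded 30–90 min at RT. Antagonism scored against EC80 dopamine challenge given 180 s after compound.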
D1 PAM: Potentiators of Human D1 Dopamine Receptor: qHTS | D(1A) dopamine receptor (Homo sapiens), P21728 | HEK293 TREx D1 cells, calcium flux, dopamine EC20 potentiation | potentiation, % at 10 µM | 360,000 tested, 0.036% active | AID 504651, 2011; in the data active = potentiation above about 30%; also: 0% is about no effect
D2 agonist: HTS Assay for Allosteric Agonists of the Human D2 Dopamine Receptor: Primary Screen for Agonists. D(2) dopamine receptor (Homo sapiens), P14416. HEK293 T-REx D2 cells, calcium flux agonist mode. activation, % at 2 µM. 340,000 tested, 0.53% active;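 active = activation over 3 SD above normal in the single-dose calcium agonist read, cut at about 30% in these data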; also: 0% is about no effect
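Tetracycline-induced HEK293 Trex cells with D2 receptor force-coupled to calcium signaling, plated overnight at 30 C and loaded with no-wash calcium dye. Calcium flux read kinetically for 180 s after compound addition; responses flag agonists.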
D2 antagonist: HTS Assay for Allosteric Antagonists of the Human D2 Dopamine Receptor: Primary Screen for Antagonists. D(2) dopamine receptor (Homo sapiens), P14416. HEK293 TREx D2 cells, calcium flux, dopamine EC80. inhibition, % at 10 µM. 340,000 tested, 2% active; in the data active = inhibition above about 30%; also: 0% is about no effect
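Tetracycline-induced HEK293 T-REx cells expressing D2 force-coupled to calcium signalling were dye-loaded, exposed to compound for 180 s, then challenged with an EC80 of dopamine; calcium flux was followed kinetically for a further 180 s.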
* marks the source's active call; other numbers are inactive results; u = inconclusive; x = no result given; & = joins results of further samples. A portion of the library; rates above refer to the full screens.

SMILES	D2 PAM	RXFP1 agonist	RXFP1 antagonist	D1 ag	TRHR enhancer	D1 antag	D1 PAM	D2 agonist	D2 antagonist
COC(=O)CSC1=C(C#N)C(c2cccc(F)c2)CC(=O)N1 (stereo not drawn)	4	0.9%	-5	2	22	-11	-5	-0.2	16
COc1ccc(N2C(=O)CC(Sc3ncccc3C(=O)O)C2=O)cc1 (stereo not drawn)	4	-0.6%	-4	3	-2	-5	0	-0.2	-15
CCOc1ccc(S(=O)(=O)N2CCCC(C(=O)Nc3cccc(C)c3)C2)cc1 (stereo not drawn)	-1	-1.2%	-2	6	6	1	-1	-0.7	-2
COc1ccc2c(C)c(CC(=O)NCCc3ccccc3)c(=O)oc2c1OC	-11	13%	-8	-2	0	7	1	x	x
O=c1cc(/C=C/c2c(F)cccc2Cl)[nH]c2ccccc12	-1	0.0%	8	1	4	9	-6	-1.6	-12
CCOC(=O)c1sc(NC(=O)CSc2n[nH]c(-c3ccncc3)n2)c(C#N)c1C	4	0.4%	4	15	6	x	-4	0.0	-7
CCOC(=O)N1CCC(NC(=O)C2CCN(S(=O)(=O)N3CCCC3)CC2)CC1	2	0.3%	-4	1	0	-7	-2	-0.6	6
CN(C)S(=O)(=O)c1cccc(NC(=O)CN(CCO)CC(=O)Nc2cccc(S(=O)(=O)N(C)C)c2)c1	-6	-0.1%	6	1	2	-4	1	0.2	1
COc1ccccc1-n1nc(C)c(-c2ccccc2)c1N	12	-0.5%	23	1	-5	-11	-2	0.2	10
Cc1cccc(NC(=S)N2CCCCCC2)c1	-1	0.7%	-9	1	-5	5	0	0.6	-3
O=C1C(=O)N(Cc2cccnc2)C(c2cccc(O)c2)/C1=C(\O)c1ccc2c(c1)OCCO2 (stereo not drawn)	-8	u	13	0	-4	6	-6	0.1	-2
CCOc1cc(/C=C(\C#N)C(=O)NCC2CCCO2)ccc1O (stereo not drawn)	2&-10	0.5%&-0.2%	5	0&4	-4&3	6&-9	2&-4	0.1&-1.7	10
COC(=O)CSC(=S)N1CCCC(C)C1 (stereo not drawn)	6	0.6%	-2	1	1	1	2	0.7	2
Cc1cc(=O)oc2cc(O[C@@H]3O[C@H](CO)[C@H](O)[C@H](O)[C@H]3O)ccc12	9	4.4%	-8	5	4	1	-2	-1.8	-9
CN(C)/C=C/C(=O)c1ccc(N2CCN(c3ncc(C(F)(F)F)cc3Cl)CC2)cc1	1	0.3%	-8	1	4	-15	1	-0.1	9
O=C(N/N=C/c1cc(Br)ccc1OC(=O)c1ccc(Br)cc1)c1ccncc1	-6	-0.5%	-16	2	-5	5	1	-0.1	-18
Cn1cc(S(=O)(=O)c2ccc(Cl)cc2)c(=O)c2cc(F)c(N3CCCC3)cc21	-15	0.3%	-9	-2	17	11	1	1.2	x
OC(CN1CCN(c2ncc(C(F)(F)F)cc2Cl)CC1)c1ccccc1 (stereo not drawn)	-8	-3.4%	-2	1	-2	9	-2	-1.7	14
Cc1ccc(C)c(N2N=C(C(=O)OCC(=O)N(C)c3ccccc3)CCC2=O)c1	-3	-0.2%	-7	1	5	-2	-2	0.2	9
COc1ccccc1CO/N=C/c1cccn1-c1nccc(N(C)C)c1C#N	-3	1.4%	3	1	1	-5	-6	-0.6	-3
COC(=O)c1cc2oc(C)cc2n1CC(=O)Nc1cc(C)cc(C)c1	-2	1.4%	14	0	1	25	-6	-0.5	4
CCOc1ccc(NC(=O)C/C(C)=N/NC(=O)Cc2cccs2)cc1	-9	0.0%	4	0	3	-24	-7	-0.1	9
CCOC(=O)N1CCN(C(=O)C2CCN(CC3CCCCC3)CC2)CC1	6	0.8%	1	3	1	-5	-3	1.2	15
O=C(CNS(=O)(=O)c1ccc(F)cc1)N1CCN(c2ccccc2)CC1	-1	0.1%	-1	7	1	12	-5	0.2	3
OCCCCCNc1ncnc2ccccc12	-8	4.7%	0	7	-1	-17	-2	1.1	11

6 entries already listed, sorted by length of the SMILES, ascending:
SMILES	D2 PAM	RXFP1 agonist	RXFP1 antagonist	D1 ag	TRHR enhancer	D1 antag	D1 PAM	D2 agonist	D2 antagonist
OCCCCCNc1ncnc2ccccc12	-8	4.7%	0	7	-1	-17	-2	1.1	11
CCOC(=O)N1CCN(C(=O)C2CCN(CC3CCCCC3)CC2)CC1	6	0.8%	1	3	1	-5	-3	1.2	15
COc1ccccc1CO/N=C/c1cccn1-c1nccc(N(C)C)c1C#N	-3	1.4%	3	1	1	-5	-6	-0.6	-3
Cc1ccc(C)c(N2N=C(C(=O)OCC(=O)N(C)c3ccccc3)CCC2=O)c1	-3	-0.2%	-7	1	5	-2	-2	0.2	9
Cc1cc(=O)oc2cc(O[C@@H]3O[C@H](CO)[C@H](O)[C@H](O)[C@H]3O)ccc12	9	4.4%	-8	5	4	1	-2	-1.8	-9
CN(C)S(=O)(=O)c1cccc(NC(=O)CN(CCO)CC(=O)Nc2cccc(S(=O)(=O)N(C)C)c2)c1	-6	-0.1%	6	1	2	-4	1	0.2	1

Continuation:
SMILES	D2 PAM	RXFP1 agonist	RXFP1 antagonist	D1 ag	TRHR enhancer	D1 antag	D1 PAM	D2 agonist	D2 antagonist
CC1CCN(c2oc(-c3cccs3)nc2S(=O)(=O)c2ccc(Cl)cc2)CC1	-10	1.2%	4	3	19	-1	-2	-0.6	x
CC(OC(=O)c1cc[n+]([O-])cc1)C(=O)Nc1ccc(C(N)=O)cc1 (stereo not drawn)	-6	0.4%	-13	5	3	-20	x	1.2	28
O=C(N/N=C\c1coc2ccccc2c1=O)c1ccco1	11	1.6%	-9	3	-1	-11	6	0.2	12
CC(C)Cn1c(N)c(C(=O)COC(=O)/C=C/c2cccs2)c(=O)n(C)c1=O	10	0.5%	u	15	-1	-8	3	0.7	7
Cc1nc2ncc(Br)cc2[nH]1	2	-1.6%	-1	5	-2	-14	-1	-2.7	-13
CCOc1ccc(CN2CCNC(=O)C2CC(=O)NCCc2cnccn2)cc1 (stereo not drawn)	10	-2.1%	-7	1	-3	0	2	-0.7	-8
O=C(CN1C(=O)NC2(CCCc3ccccc32)C1=O)NCc1ccc(Cl)cc1Cl (stereo not drawn)	26	-0.1%	2	5	-6	2	2	0.8	22
COCc1cc(C)nc(OCC(=O)N/N=C/c2ccc(O)cc2)c1C#N	-18	1.4%	-9	4	-2	-5	2	50*	0
S=C(NCCc1ccccn1)Nc1cc(Cl)cc(Cl)c1	3	2.6%	3	7	-7	-17	-5	-0.4	27
Cn1c(SCC(=O)Nc2sccc2C(N)=O)nnc1-c1ccncc1	-1	-2.5%	-11	3	9	9	3	0.1	6
CC(C)OP(=O)(c1ccc(N(C)C)cc1)C(Nc1ccccc1)c1cccnc1 (stereo not drawn)	4	0.3%	27	1	-2	-31*	-8	0.8	-10
Cc1ccc(C(=O)Nc2ccc(OCc3ccccc3)cc2)s1	4	-0.2%	-21	3	16	-7	-7	1.0	-26
CCN(CC(=O)Nc1ccc(NC(C)=O)cc1)C(=O)/C=C/c1ccc2c(c1)OCO2	-5	0.1%	-10	1	2	18	-1	0.5	12
CCn1nc(C(C)C(=O)O)c2ccccc2c1=O (stereo not drawn)	-5	19%	3	1	-6	29	-4	0.3	13
COc1ccc(NC(C#N)c2ccc(OC)cc2)cc1 (stereo not drawn)	-7	-0.5%	2	1	-6	-8	-5	-0.3	1
CCCn1nc(NC(=O)c2cccs2)c2cc3cc(C)ccc3nc21	-1	0.0%	-11	1	0	8	1	x	x
CCCCNC(=O)c1cc(-c2ccc(Cl)c(Cl)c2)on1	-3	1.1%	-6	0	12	2	0	-0.6	x
CCC1CCCCN1C(=O)CSc1nc(-c2ccc(OC)c(OC)c2)cc(C(F)(F)F)n1 (stereo not drawn)	12	7.0%	-3	3	14	11	-5	0.2	x
CN(CCC#N)CC(=O)Nc1ccc(S(N)(=O)=O)cc1	-2	-1.1%	-3	-1	-1	3	0	1.0	-12
CCOC(=O)C(CC)Sc1nc2c(cnn2-c2ccccc2)c(=O)[nH]1 (stereo not drawn)	-4	0.5%	1	0	1	-16	2	-1.8	-17
Cc1ccccc1NC(=O)CSc1nc2ccccc2o1	19	0.3%	10	0	-9	x	-3	-0.7	-46
O=C(NCc1ccccn1)c1cccc(NS(=O)(=O)c2ccc(Br)cc2)c1	6	1.5%	11	8	-1	5	3	0.9	13
CCc1nnc(NC(=O)c2c(O)c3c([nH]c2=O)CCCC3)s1	56*	-1.1%	3	1	1	-11	0	0.0	-17
Cc1ccc(N(C(=O)Cn2nnc3ccccc32)C(C(=O)NCc2ccccc2)c2ccccn2)cc1 (stereo not drawn)	20	-0.7%	15	1	-14	11	-1	0.1	-4
Cc1ccnc(NC(=O)c2cccc(NC(=O)CC3SC(N4CCCCC4)=NC3=O)c2)c1 (stereo not drawn)	4	1.5%	3	4	-1	8	-3	-2.0	13
N/C(=N\O)c1ccncc1	2	1.1%	-12	4	-8	-14	-2	1.1	5

Two records picked at random from the list so far, as already listed:
SMILES	D2 PAM	RXFP1 agonist	RXFP1 antagonist	D1 ag	TRHR enhancer	D1 antag	D1 PAM	D2 agonist	D2 antagonist
O=C(N/N=C\c1coc2ccccc2c1=O)c1ccco1	11	1.6%	-9	3	-1	-11	6	0.2	12
CCc1nnc(NC(=O)c2c(O)c3c([nH]c2=O)CCCC3)s1	56*	-1.1%	3	1	1	-11	0	0.0	-17
